TRPML3 ag: human TRPML3 channel agonists, primary screen, cell-based, HEK293 TRPML3-YFP, Fluo-8 calcium fluorescence, 3 µM; Mucolipin-3 (Homo sapiens), Q8TDD5; 100% = the carbachol control signal; activation, % at 3 µM; 0.29% of 220,000 active; AID 1448, 2008;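 active = activation above its plate's cutoff, the mean activation of the plate's test wells plus 3 SD, cut at about 12% in these data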;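 also: 0% = DMSO only wells and 100% = carbachol wells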
Target sequence (Q8TDD5 whole entry, looked up): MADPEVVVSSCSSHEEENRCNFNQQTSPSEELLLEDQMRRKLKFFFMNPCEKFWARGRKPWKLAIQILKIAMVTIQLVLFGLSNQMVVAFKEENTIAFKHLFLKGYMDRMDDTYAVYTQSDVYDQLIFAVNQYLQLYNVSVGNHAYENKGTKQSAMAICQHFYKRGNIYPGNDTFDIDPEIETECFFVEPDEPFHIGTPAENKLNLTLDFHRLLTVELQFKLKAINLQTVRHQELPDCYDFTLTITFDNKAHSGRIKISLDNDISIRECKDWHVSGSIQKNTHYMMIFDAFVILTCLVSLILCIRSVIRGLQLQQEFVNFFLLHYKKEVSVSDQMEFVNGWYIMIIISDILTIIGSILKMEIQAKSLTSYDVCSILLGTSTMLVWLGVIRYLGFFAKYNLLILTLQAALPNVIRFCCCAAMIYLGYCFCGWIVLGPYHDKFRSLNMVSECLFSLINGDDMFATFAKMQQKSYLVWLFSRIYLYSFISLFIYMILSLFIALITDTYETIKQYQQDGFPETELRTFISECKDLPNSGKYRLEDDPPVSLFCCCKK
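system = HEK293 cells stably carrying human TRPML3-YFP | doses = one concentration, 3 µM nominal, 0.3% DMSO | timing = dye loading 1 h 37 °C then 30 min ambient, 125 s read | detection = Fluo-8 calcium dye fluorescence, ex 470-495, em 515-575 nm | benchmarks = high control carbachol 87 µM, low control DMSO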
EBV gp42 block: Epstein-Barr virus gp42 inhibitors, primary screen, biochemical, uHTS, fluorescence polarization; Glycoprotein 42 (Epstein-Barr virus (strain AG876)), Q1HVG2; 0.42% of 220,000 active; Fluorescence polarization binding assay, mP read-out; inhibition, % (tested at 21.74 µM); in the data active = inhibition above about 50%
Target sequence (Q1HVG2 whole entry, looked up): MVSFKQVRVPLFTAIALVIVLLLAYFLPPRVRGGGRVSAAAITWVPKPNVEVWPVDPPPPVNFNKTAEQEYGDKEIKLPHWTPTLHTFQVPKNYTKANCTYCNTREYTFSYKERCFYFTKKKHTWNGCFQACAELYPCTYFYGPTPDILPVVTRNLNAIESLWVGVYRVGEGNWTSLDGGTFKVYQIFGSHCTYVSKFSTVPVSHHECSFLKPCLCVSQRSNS
PPC-1+TRAIL kill: compounds killing PPC-1 cancer cells with TRAIL present, primary screen, TRAIL potentiator project, ATPLite luminescence, uHTS. PPC-1 cells + TRAIL, ATPLite viability luminescence. cell killing (% activity), % at 4 µM. 0.41% of 220,000 active;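 active = cell killing above 50% in the first pass at 4 µM, then a duplicate retest at 5 µM averaging 50% or more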;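 also: plate controls were cells with TRAIL plus DMSO for no effect and medium-only wells lacking cells for full effect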
TNF death inh: inhibitors of TNF-alpha triggered necroptosis, primary screen, cell-based, Jurkat FADD-/-, single concentration | Jurkat FADD-/- TNF necroptosis rescue, ATP luminescence, 24 h; 0 = TNF only, 100 = no-TNF cells | activation (protection from cell death), % at 10 µM | 0.068% of 220,000 active;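 active = activation, meaning protection from cell death, of at least 50% relative to plate controls; inactive = activation below 50%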;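 also: necroptosis triggered by 40 ng/mL TNF-alpha added together with compound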
Runt-SMMHC FRET: inhibitors of RUNX1 Runt–CBFb-SMMHC binding, primary screen, biochemical, FRET, Cerulean-Runt, Venus-CBFb-SMMHC, uHTS; AID 1434, 2008; Cerulean-Runt/Venus-CBFb-SMMHC FRET ratio 530/480, 1 h; Runt-related transcription factor 1 (Homo sapiens) + Core-binding factor subunit beta …; 0.74% of 220,000 active; inhibition, % at 20 µM;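 active = mean inhibition across duplicate retests at 20 µM reaching about 50%, limit read from the data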;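 also: 0% = DMSO wells and 100% = wells with excess untagged CBFb-SMMHC; inhibitors lower the FRET ratio by blocking Runt binding to CBFb-SMMHC; some results filed as inactive read as strong as hits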
Mdm2 ligase inh: MDM2-luciferase reporter signal enhancers, primary screen, MDM2 E3 ligase inhibitor project, cell-based, luminescence, 1536-well; signal enhancement, % at 5 µM; 0.11% of 210,000 active; E3 ubiquitin-protein ligase Mdm2 (Homo sapiens), Q00987; cell-based MDM2 ubiquitination luciferase reporter, 2 h; 0 = plate control, 100 = twice control, blank-subtracted;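 active = signal enhancement of 30% or more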;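 also: luminescence tracks abundance of the self-degrading MDM2-luciferase fusion protein; higher signal means inhibition of MDM2 E3 ligase activity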
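Buffer or medium: Cells held in DMEM | Assay system: Stable mammalian line carrying autodegrading MDM2–luciferase fusion reporter | Quantity: 2000 cells/well | Times: 4 h settle plus 2 h compound, 37 °C | Doses: One concentration, 5 µM, with 0.2% DMSO | Technique: Luminescence with SteadyLite reagent, 15 min at room temperature | Benchmarks: Plate controls and plate blanks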
p47phox inh: p47phox/p22phox peptide binding inhibitors, primary screen, biochemical, uHTS, NADPH oxidase regulatory subunit. inhibition, % at 24.7 µM. 0.53% of 220,000 active. fluorescence polarization, 2 h;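 active = inhibition above about 30%, limit read from the data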;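 also: 0% = p47phox with labelled peptide and 100% = labelled peptide alone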
CHOP inh: inhibitors of CHOP promoter induction, primary screen, cell-based, unfolded protein response, luciferase reporter; CHO-K1 CHOP-promoter luciferase, tunicamycin-induced, 15-18 h; inhibition, % at 10 µM; 3.8% of 220,000 active;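 active = compounds that reduced the stress-induced luciferase reporter signal by more than about 70% of percent inhibition, limit read from the data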;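 also: 0% = tunicamycin plus vehicle and 100% = wells without tunicamycin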
zfTRPN1 agonist: zebrafish TRPN1 channel agonists, primary screen, cell-based, HEK293, calcium fluorescence | 0.18% of 220,000 active | activation, % at 3 µM | AID 1424, 2008 | transient receptor potential cation channel N1 (TRPN1/NompC), Danio rerio | HEK293 zebrafish TRPN1-YFP, Fluo-8 calcium fluorescence; 100% = response to 87 µM carbachol;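 active = activation above its plate's cutoff, the mean activation of test wells on that plate plus 3 SD, cut at about 19% in these data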;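 also: 0% = DMSO alone and 100% = 87 µM carbachol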
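System: zebrafish TRPN1-YFP in HEK293 cells / Dosing: 3 µM single point / Timing: dye loading 1 h at 37 °C, then 30 min room temperature / Signal: Fluo-8 calcium fluorescence, excitation 470-495 nm, emission 515-575 nm / Read-out basis: percent activation from peak over basal fluorescence ratio, control-normalized / Control set: high carbachol 87 µM, low DMSO alone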
Active calls of the source: *; / = no result given.

SMILES	TRPML3 ag	EBV gp42 block	PPC-1+TRAIL kill	TNF death inh	Runt-SMMHC FRET	Mdm2 ligase inh	p47phox inh	CHOP inh	zfTRPN1 agonist
CN(C)c1ccc(NC(=O)/C=C/c2c(Cl)cccc2Cl)cc1	-0.1	-12	-7	-0.5	-8	-11	8	48	-0.2
Cc1ccc(S(=O)(=O)Nc2cc(=O)[nH]c3c2CCC3)cc1	0.5	-12	35	-1.7	1	-7	-17	0	0.0
CSc1ncccc1C(=O)NCCc1ccc(Cl)cc1	-0.1	-9	22	0.9	-4	-3	-8	0	-0.4
COc1ccc(-n2nnnc2SCC(=O)N2C(C)CCCC2C)c(OC)c1 (centres undefined)	0.2	-5	-14	2.5	0	-10	-5	9	1.3
Cc1ccc(OCC(=O)NCc2ccco2)cc1C	0.0	1	8	-1.3	1	-10	-2	0	0.7
O=C(NCC1CCCO1)/C(=C\c1ccco1)NC(=O)c1ccc(Cl)cc1 (centres undefined)	0.6	-24	26	0.1	0	-11	4	25	0.0
COc1cc(/C=N/NC(=O)COc2c(C)cc([N+](=O)[O-])cc2C)ccc1OC(=O)c1ccccc1	0.4	-14	8	1.9	-6	8	-47	49	0.8
CCOC(=O)N1CCN(C(=O)c2ccc(OC)c(S(=O)(=O)N3CCOCC3)c2)CC1	1.3	-10	-10	0.4	2	9	-6	6	0.5
Cc1ccccc1-n1c(=O)n(CCc2ccccc2)c(=O)c2[nH]cnc21	0.2	-6	-17	0.8	-5	2	7	3	0.5
O=C(O)C1CCCCC1C(=O)Nc1ccccc1C(=O)N1CCN(c2ccc(F)cc2)CC1 (centres undefined)	0.6	11	10	-0.1	4	-7	-4	9	1.2

Arranged by the number under EBV gp42 block (rising): some entries from above.
canonical_smiles | EBV gp42 block
COc1cc(/C=N/NC(=O)COc2c(C)cc([N+](=O)[O-])cc2C)ccc1OC(=O)c1ccccc1 | -14
Cc1ccc(S(=O)(=O)Nc2cc(=O)[nH]c3c2CCC3)cc1 | -12
COc1ccc(-n2nnnc2SCC(=O)N2C(C)CCCC2C)c(OC)c1 (centres undefined) | -5

Next part.
SMILES	TRPML3 ag	EBV gp42 block	PPC-1+TRAIL kill	TNF death inh	Runt-SMMHC FRET	Mdm2 ligase inh	p47phox inh	CHOP inh	zfTRPN1 agonist
O=C(COc1ccc(/C=N/NC(=O)c2cc3ccccc3o2)cc1Br)Nc1ccccc1	0.3	-27	33	3.4	-17	-10	38*	-21	5.8
CC1=C(C(=O)Nc2ccccc2F)C(c2ccsc2)C2=C(CC(c3ccccc3)CC2=O)N1 (centres undefined)	-0.3	-5	17	-14	64	2	-17	7	0.2
c1ccc(OCc2nc(-c3ccccc3)no2)cc1	-0.5	-8	38	4.7	-2	-2	-10	51	3.1
COc1ccc(Cl)cc1N(CC(=O)Nc1cccc(SC)c1)S(C)(=O)=O	1.2	-12	-2	1.2	0	-15	-9	17	1.5
Cc1cccc(NC(=O)N2CCN(Cc3ccc(Cl)cc3)CC2)c1	3.1	7	4	1.0	2	-6	-8	11	5.8
O=C(CN1C(=O)c2ccccc2C1=O)Nc1ccccc1C(=O)NC1CCCCCC1	2.9	-14	13	0.1	-2	/	-22	6	-1.2
Nc1nc2c(c(=O)[nH]1)C(c1ccccc1)C1=C(N2)c2ccccc2C1=O (centres undefined)	-0.5	-23	22	3.0	-2	/	-26	0	-0.7
Cc1ccc(S(=O)(=O)Cn2nnnc2CN2CCCC3(CCCCC3)C2)cc1	0.3	3	7	-1.6	2	-5	-18	31	-0.5
COc1ccc(CCNC(=O)c2ccc(CN3CCC(Cc4ccccc4)CC3)cc2)cc1	0.9	-8	31	1.0	2	-2	-3	69	0.9
O=C(CCc1nc2ccccc2c(=O)[nH]1)OCCOc1ccc(Cl)cc1	3.1	-6	17	1.3	-3	-15	-16	-12	2.8
Cc1ccc(-c2nnc3sc(-c4ccncc4)nn23)cc1	0.3	8	17	-0.3	1	-9	-16	-16	-0.8
C/C(CC1(O)/C(=N/O)CCc2nonc21)=N\O (centres undefined)	0.1	-18	1	0.5	3	0	-15	38	-1.4
Cc1ccc(S(=O)(=O)N2CCOCC(=O)NCCOCCNC(=O)COCC2)cc1	1.4	-19	11	1.0	1	0	-9	30	-0.1
Cc1cc(C)c2cc(CN(Cc3nnnn3C3CCCCC3)CC3CCCO3)c(=O)[nH]c2c1 (centres undefined)	0.1	-10	-17	-5.7	4	-5	4	71*	1.2
CCCC(=O)Nc1ccc(Cl)c(NC(=O)CC)c1	0.3	-23	18	-2.0	9	-34	-12	-6	-0.5
COC(=O)c1sc(S(=O)(=O)N2CCN(CCO)CC2)c(C(=O)OC)c1C	0.8	-10	-9	-0.2	2	-3	2	6	-0.1
CC1Cc2ccccc2N1CC(=O)NC(c1ccccc1)c1ccccc1 (centres undefined)	-0.5	-9	-3	-3.5	-4	-3	2	87*	-1.1
CCc1cccc(C)c1NC(=S)N(CCN(C)C)Cc1cccs1	0.8	4	4	0.3	2	-28	2	19	0.5
COc1ccc(-c2nnc(SCC(=O)c3ccco3)n2-c2ccccc2)cc1	0.8	-2	-1	-1.1	2	8	-3	8	0.6
COc1ccc(S(=O)(=O)N2CCOCC2)cc1NC(=O)c1ccc2c(c1)OCCO2	1.4	-7	-15	0.6	-2	-2	-6	6	0.9
CCOc1cc2[nH]c(=O)n(Cc3ccc(C(=O)NCCCN4CCC(C)CC4)cc3)c(=O)c2cc1OCC	0.8	-9	-2	-3.8	3	-5	-12	-3	-0.8
NC(=O)CSc1nnc(-c2ccccc2Br)n1-c1cccc(C(F)(F)F)c1	-0.3	-4	0	1.2	-1	/	4	51	-0.4
Cc1ccc(NC(=S)/C(=C(\[O-])c2ccc(F)cc2)[n+]2ccccc2)cc1	0.4	2	24	0.9	0	-2	-11	-5	-1.4
Clc1ccccc1OCCn1cnc2ccccc21	-0.4	-2	23	3.1	-2	10	-9	23	0.8
O=C(CN1C(=O)c2ccccc2C1=O)NCC1CCCO1 (centres undefined)	0.4	3	16	0.8	0	2	0	-10	0.9
CC(=O)c1cccc(NC(=O)N2CCCC2C(=O)Nc2c(C)cccc2C)c1 (centres undefined)	-0.2	-5	25	-0.1	0	-19	-6	12	-0.8
COc1ccccc1C(=O)NNC(=O)c1cccc(Cl)c1	0.3	-11	/	-0.7	/	-11	-7	-8	0.5
CC(C)[C@H](NC(=O)c1ccco1)C(=O)OCC(=O)N1CCc2ccccc21	-0.5	-21	3	-2.4	-1	2	-9	23	-0.8
CC(=O)Nc1ccc(S(=O)(=O)NCCC(=O)NCCc2ccc(F)cc2)cc1	-0.1	-11	8	-0.6	3	-6	-16	-13	-0.8
O=C(COC(=O)CCc1ccccc1)Nc1ccccc1OC(F)F	-1.1	-18	8	4.3	-3	/	-6	0	0.0
COc1cccc(NC(=O)c2ccco2)c1	0.3	-6	27	-1.9	-2	-14	5	-33	-0.6
CC(SCCc1ccccn1)C(=O)O (centres undefined)	-0.2	-13	15	2.3	1	5	1	28	-1.1
COCc1cc(/C=N\NC(=O)Cc2ccc(Cl)cc2)ccc1OC	-0.3	3	16	1.1	4	5	1	21	-2.0
O=C(Nc1ccc(N2CCN(C(=O)c3ccc(Cl)cc3)CC2)cc1)c1ccc(Br)o1	-1.1	0	8	1.9	-4	-17	-14	77*	0.0
O=C(O)CCCC(=O)N1CCN(c2ncccn2)CC1	0.2	-8	5	0.7	-1	2	-8	23	2.6
CCN=C1SC(CC(=O)Nc2ccc(C(F)(F)F)cc2)C(=O)N1CC (centres undefined)	0.4	3	10	1.3	-2	-9	-6	82*	2.3
Clc1ccc(-c2cnc3ccccc3n2)cc1	1.3	-21	4	0.7	2	-21	0	5	1.1
COc1ccc(C2=C(SC)CC2=NC(C)(C)C)cc1	0.6	-4	2	1.9	-1	-3	-24	-6	0.1
CCOC(=O)c1ccc(Oc2nc(NC(C)(C)C)nc(N(C)C)n2)cc1	0.4	-9	10	1.9	-3	-18	-4	63	-1.6
CC(=O)c1ccc(N2CCN(C(=S)Nc3cc(C)ccc3C)CC2)cc1	1.5	-15	-3	1.4	1	-3	-13	-5	-1.0

Taken from above.
Entry of `COc1ccc(C2=C(SC)CC2=NC(C)(C)C)cc1` under TNF death inh: 1.9
Entry of `CCOC(=O)c1ccc(Oc2nc(NC(C)(C)C)nc(N(C)C)n2)cc1` under p47phox inh: -4

Further compounds follow.
SMILES	TRPML3 ag	EBV gp42 block	PPC-1+TRAIL kill	TNF death inh	Runt-SMMHC FRET	Mdm2 ligase inh	p47phox inh	CHOP inh	zfTRPN1 agonist
Cc1nn(Cc2ccc(F)cc2)c(C)c1NC(=O)CCCn1nc([N+](=O)[O-])cc1C	0.5	0	4	0.2	2	-3	2	8	0.3
Cc1cc(Br)c(NC(=O)c2ccccc2[N+](=O)[O-])cc1C	-1.2	-7	3	-0.9	0	-15	-7	42	-3.0
Nc1ccc(SCc2nc3cccc4c3n2CCC4)cc1	-0.6	-4	-1	-1.4	-1	-13	0	-29	0.2
CCNC(=O)C12CCC(C)(c3nc4cc(C)c(C)cc4nc31)C2(C)C (centres undefined)	-0.3	0	26	-0.3	1	-2	-10	22	-0.5
C[C@@H](O)C1NC(=O)[C@H](CCCCN)NC(=O)c2cc([N+](=O)[O-])cc(I)c2OCC[C@@H](C(N)=O)NC1=O (some centres undefined)	1.1	-21	0	0.6	-2	/	1	-4	1.0
COCCN(C(=O)CNC(=O)c1ccco1)C(C(=O)NC1CCCC1)c1cccs1 (centres undefined)	0.4	-10	9	-2.7	5	/	-2	5	0.2
COC(=O)c1ccc(Cn2cnc3c(cnn3-c3ccc(Cl)cc3)c2=O)o1	0.7	1	-10	-0.8	3	-6	0	29	0.6
CCCCN=C1CC(C)(C)CC(=O)/C1=C(/O)CCC	-0.9	1	-9	-1.2	-5	-7	2	7	-2.3
CCNc1nc(SC)nc(N(C#N)CC(=O)OC)n1	0.4	-13	9	0.8	-2	/	1	6	-1.6
Cc1ccccc1NS(=O)(=O)c1ccc(C)c(NS(C)(=O)=O)c1C	0.9	10	-14	0.3	0	-3	-5	10	2.9

From PubChem
